TNAP inhibition = human TNAP enzyme inhibitors, biochemical, luminescent (AID 518); purified TNAP enzyme, luminescent substrate readout; higher % means a stronger effect; one-dose inhibition, % at 20 µM; IC50 in µM for titrated hits; actives 0.09% (n = 64,000); in the data active = a potency from the dose series; inactive = the rest, 99 in 100 with inhibition below about 22%;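 note: plate controls were vehicle for no effect and reference inhibitor for full effect; many of its hits are not listed in these tables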
Bfl-1 inhibitors = Bfl-1 inhibitors, primary screen, biochemical, fluorescence polarization, FITC-Bid, mouse (AID 432). FITC-Bid BH3 peptide fluorescence polarization displacement; higher % means a stronger effect. one-dose displacement, % at 20 µM; IC50 in µM for titrated hits. actives 0.02% (n = 64,000); in the data active = a potency from the dose series; inactive = the rest, 99 in 100 with displacement below about 15%; note: strong numbers were not always called active
HT1080 cytotoxicity = cytotoxicity in HT1080 fibrosarcoma cells, cell-based, fluorescence readout (AID 620); one-dose cytotoxicity, % at 10 µM; EC50 in µM for titrated hits; HT1080 viability, fluorescence; higher % means a stronger effect; actives 0.42% (n = 87,000);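 note: cells exposed to compound overnight then 4 h with Alamar Blue; 0% = vehicle DMSO and 100% = killing control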
MK inhibit = inhibitors of Streptococcus pneumoniae mevalonate kinase; purified MK, PK/LDH-coupled NADH absorbance 340 nm; inhibition, % at 10 µM; actives 0.48% (n = 65,000); AID 555;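 active = ranked among the strongest by inhibition in the single 10 µM screen, a fixed top-ranked set picked for dose follow-up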; note: no value below 0 was filed
LYP inhibition = LYP phosphatase inhibitors, primary screen, biochemical, DiFMUP fluorescence, recombinant catalytic domain, 10 µM (AID 606) | recombinant LYP catalytic domain, DiFMUP fluorescence; higher % means a stronger effect | inhibition, % at 10 µM; hits with a dose series show IC50 in µM | 52,000 tested, under 10 active;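 active = IC50 under 40 µM in the dose-response test; inactive = IC50 of 40 µM or more, or never dose-tested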
Spn DPM-DC inh = S. pneumoniae DPM-DC inhibition; calls only at 10 µM; purified DPM-DC, PK/LDH coupled NADH fluorescence; actives 0.49% (n = 65,000); AID 556;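 active = the 320 compounds with the highest percent inhibition in the single-dose primary screen, excluding strongly autofluorescent ones, cut at about 32% in these data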;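 note: kinetic rate of NADH fluorescence loss reporting ADP formed by the decarboxylase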
HPDE-C7 viability = HPDE-C7 pancreatic duct cell viability loss – fluorescence, HTS (AID 430) | HPDE-C7 pancreatic duct cells viability, fluorescence; higher % means a stronger effect | one-dose cytotoxicity, % at 10 µM; EC50 in µM for titrated hits | actives 1.8% (n = 63,000);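 note: cells exposed to compound for 48 hours before viability readout; 0% = vehicle and 100% = reference cytotoxic drug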
KRASV12 cytotoxicity = cytotoxicity in KRAS-transformed pancreatic duct cells, primary screen, cell-based, fluorescence, HTS (AID 431) | HPDE-C7K KRASV12 cells, Alamar Blue viability, 48 h; higher % means a stronger effect | cytotoxicity, % at 10 µM; hits with a dose series show EC50 in µM | actives 1.7% (n = 63,000);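 active = compounds whose percent cytotoxicity in the single-dose primary screen, scaled between solvent and toxic-drug controls, exceeds 50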;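 note: 0% = DMSO solvent wells and 100% = doxorubicin-treated wells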
Spn PMK inh = inhibitors of Streptococcus pneumoniae phosphomevalonate kinase; AID 539; inhibition, % at 10 µM; purified PMK, PK/LDH-coupled NADH absorbance 340 nm; actives 0.49% (n = 65,000);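 active = top-ranked compounds by inhibition in the single 10 µM screen, taking a fixed number of the strongest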;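 note: 0% = full reaction with DMSO carrier and 100% = background rate without enzyme reaction; no value below 0 was filed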
Spn PMK inh pilot replicates = second read-out of Spn PMK inh, no call of its own (marks repeat the call); inhibition, %; measured here: pilot screen replicates
MK inhibit pilot replicates = recorded beside MK inhibit, whose call it bears; inhibition, %; measured here: pilot screen replicates
Spn DPM-DC inh pilot screen % = recorded beside Spn DPM-DC inh, whose call it bears; inhibition, %; measured here: pilot screen trials
An asterisk follows results filed as active; i = inactive; . = not tested or not shown; + = active, no number. Cut-off read from the data, not from the text of the source, unless noted: active = cytotoxicity above about 50%; inactive = the rest. Compounds were not picked by outcome, and some 3.5% of all compounds hit somewhere here.

SMILES	TNAP inhibition	Bfl-1 inhibitors	HT1080 cytotoxicity	MK inhibit	LYP inhibition	Spn DPM-DC inh	HPDE-C7 viability	KRASV12 cytotoxicity	Spn PMK inh	others
O=C(COc1ccccc1)NCCSCc1ccco1	14%	1%	-10%	0	1%	i	-1%	0%	11	Spn PMK inh pilot replicates=0.5;MK inhibit pilot replicates=0.0;Spn DPM-DC inh pilot screen %=0.5
Cc1nc2c3ccccc3[nH]c(=O)n2n1	6%	-7%	1%	5	-5%	i	-18%	0%	5
c1ccc(Cc2nnc3sc(-c4ccc5c(c4)OCO5)nn23)cc1	5%	-14%	0%	6	-1%	.	-8%	6%	4
CC(Sc1cccc(C(F)(F)F)c1)C(=O)NC(N)=O (centres undefined)	2%	0%	13%	5	0%	i	-7%	-5%	14
CCOC(=O)CCCSc1nc2sc(C)c(C)c2c(=O)[nH]1	4%	-8%	4%	1	0%	i	-6%	9%	9
COc1cc2c(cc1NC(=O)c1ccc3c(c1)OCO3)oc1ccccc12	7%	-1%	2%	5	-6%	+	8%	6%	0
CCN(Cc1ccncc1)S(=O)(=O)c1ccc(C(C)=O)cc1	8%	4%	4%	9	4%	i	-7%	-7%	14
O=C(CSc1nnc(C2CCCCC2)n1-c1ccccc1)NCc1ccco1	4%	2%	-27%	4	-1%	i	-16%	2%	19
CNc1nc(C)c(C#N)c(-c2ccccc2)c1C(C)=O	16%	-11%	-30%	10	12%	i	3%	10%	0
CC1(C)NC(=O)N(CCOc2cccc(Oc3ccccc3)c2)C1=O	2%	4%	4%	17	9%	i	6%	7%	12
CN(Cc1ccccc1)S(=O)(=O)c1ccc(NS(C)(=O)=O)cc1	17%	-8%	-8%	7	5%	i	-14%	-9%	11
O=c1[nH]c(C2CCCN(S(=O)(=O)c3ccccc3)C2)nc2c1nnn2Cc1ccccc1 (centres undefined)	9%	2%	-26%	7	-5%	i	-3%	-3%	3
CC(=O)Nc1ccc(S(=O)(=O)NC(C(=O)O)C2=CCC=CC2)cc1 (centres undefined)	6%	-10%	-6%	18	.	i	-2%	3%	13
Cc1nc2ccccc2c(=O)n1/N=C/c1c(O)ccc2oc3c(c12)CCCC3	6%	8%	3%	6	-1%	i	63%*	72%*	7
CCCCS(=O)(=O)/C=C\C1C2C=CC(C2)C1S(=O)(=O)CCCC (centres undefined)	17%	-4%	-14%	5	-2%	i	-10%	-3%	6
CCN(CCNC(=O)C1CCN(Cc2nc(-c3ccc(Cl)cc3)oc2C)CC1)c1ccccc1	8%	-4%	20%	5	3%	i	.	.	11
CCn1c(CNC(=O)c2ccc3c(c2)OCO3)nnc1SCC(=O)Nc1cc(C)ccc1OC	8%	-3%	12%	1	1%	i	7%	4%	3
O=C(NC(=O)N1CCN(c2cccc(Cl)c2)CC1)c1ccccc1	4%	-8%	6%	12	-2%	i	23%	31%	2
O=C(CN1CCN(S(=O)(=O)c2ccc(Cl)cc2)CC1)Nc1ccc2c(c1)OCO2	8%	4%	33%	0	21%	i	-6%	3%	13
COC(=O)CN(c1ccc(C)cc1)S(=O)(=O)c1ccc2c(c1)n(C)c(=O)c(=O)n2C	6%	14%	-4%	5	-15%	i	4%	5%	10
Cc1csc(OCc2ccc(C#N)cc2)n1	6%	-6%	-1%	4	3%	i	-11%	0%	22	Spn PMK inh pilot replicates=0.0;MK inhibit pilot replicates=0.5;Spn DPM-DC inh pilot screen %=1.0
Cc1cccc(OCCCC(=O)O)c1C	10%	-7%	1%	19	16%	i	-4%	-6%	9
O=S(=O)(Nc1ccc(C(F)(F)F)cc1)c1cnc[nH]1	13%	-3%	-3%	12	.	+	3%	6%	8
CCCC(=O)N1CCN(c2ccc(NC(=O)c3ccccc3)cc2)CC1	10%	1%	4%	0	.	i	-1%	-8%	7
O=C(Nc1nnc(-c2ccccc2Cl)o1)c1cccnc1	12%	10%	-1%	0	-1%	i	39%	29%	3
O=C(CSc1ncnc2c1cnn2Cc1ccccc1)Nc1ccc2c(c1)OCCO2	8%	1%	5%	6	13%	i	-17%	1%	14	Spn PMK inh pilot replicates=3.5;MK inhibit pilot replicates=0.0;Spn DPM-DC inh pilot screen %=0.5
CCN(CC)CCNC(=O)c1ccc2c(c1)ncn2C1CCCCC1	-3%	-8%	-10%	6	13%	i	0%	2%	10
COc1ccc(OC)c(NC(=O)c2cc3ccccc3o2)c1	16%	-7%	11%	2	9%	i	3%	-12%	0
O=C(c1ccco1)N1CCN(C(=O)C2(S(=O)(=O)c3ccc(Cl)cc3)CC2)CC1	1%	-3%	-4%	0	.	i	1%	-2%	8
O=S(=O)(NC1CCCCC1)c1ccc(Cl)s1	5%	3%	-3%	11	-2%	i	-13%	-6%	3
c1ccc(Cn2nnc3c(N4CCCC4)ncnc32)cc1	11%	-6%	11%	0	.	i	2%	9%	6
CCOc1ccc2nc(NC3=NCN(CC4CCCO4)CN3)nc(C)c2c1 (centres undefined)	.	.	2%	16	18%	i	.	.	15
O=C(COc1ccc(F)cc1Br)N1CCc2ccccc21	-2%	2%	5%	0	7%	i	-12%	4%	10	Spn PMK inh pilot replicates=2.0;MK inhibit pilot replicates=2.5;Spn DPM-DC inh pilot screen %=4.5
Cn1cccc1Cc1nnc(SCC(N)=O)n1CCc1ccccc1	20%	0%	-10%	10	3%	i	5%	-1%	12
Cc1cc(N2CCN(c3nnnn3-c3ccccc3)CC2)n2ncnc2n1	12%	-2%	-6%	0	-1%	i	-16%	-3%	18
COc1ccc(NC(=O)c2ccc3c(c2)n(C)c(=O)n3C)cc1	6%	1%	7%	4	7%	i	16%	14%	0
O=S(=O)(Nc1nc2ccccc2s1)c1ccc(Br)s1	10%	-3%	1%	11	8%	i	45%	49%	11
CN(c1ccc(C(=O)NCCSCc2ccco2)cc1)S(C)(=O)=O	5%	-3%	4%	2	10%	i	-5%	-13%	5
CC(=O)OCC1OC(c2ccccc2)C(OC(C)=O)C(OC(C)=O)C1OC(C)=O (centres undefined)	4%	-2%	1%	0	0%	i	-12%	-3%	0	Spn PMK inh pilot replicates=2.5;MK inhibit pilot replicates=3.0;Spn DPM-DC inh pilot screen %=0.0
O=C1c2ccccc2C(Nc2ccc(F)cc2F)N1CCN1CCOCC1 (centres undefined)	14%	-7%	-3%	8	2%	i	-2%	7%	4	Spn PMK inh pilot replicates=5.5;MK inhibit pilot replicates=2.5;Spn DPM-DC inh pilot screen %=0.0
Cc1c(N=C/C=C/c2ccccc2)cnn1C	4%	-6%	6%	13	5%	i	-10%	7%	3
COc1ccc(OC)c(NC(=O)CSc2nnnn2-c2ccccc2F)c1	17%	-10%	9%	8	14%	i	10%	10%	2
COc1ccc(C(c2nnnn2C(C)(C)C)N2CCN(c3nc4ccccc4s3)CC2)cc1 (centres undefined)	11%	1%	0%	8	-4%	i	3%	-3%	4
CC(C)(C)C1=Nn2c(nnc2-c2ccccn2)SC1	18%	-2%	0%	6	-1%	i	-2%	-8%	8
O=c1nc(-c2ccccc2)c2cc(Cl)ccc2[nH]1	8%	-22%	4%	13	10%	i	-10%	-9%	8
Cc1ccc(C2CC(C(F)(F)F)n3ncc(C(=O)NCc4ccco4)c3N2)cc1 (centres undefined)	4%	-4%	-11%	10	.	i	-4%	3%	7
CN(C)c1cccc(-c2nnc(SCCCC#N)o2)c1	8%	2%	40%	7	.	i	-15%	-1%	10
CCOC(=O)c1c(C(C)(C)C)oc2ccc(OCC#N)cc12	11%	-3%	0%	0	.	i	29%	41%	0
C=CCOc1cccc(C2c3c(oc4ccc(F)cc4c3=O)C(=O)N2CCCN2CCOCC2)c1 (centres undefined)	2%	0%	-4%	0	2%	i	-9%	-2%	0
CCOC(=O)Cc1cnc(NC(=O)c2ccccc2)s1	18%	-5%	-12%	5	5%	i	-18%	-22%	14

Not a retest: 16 of the compounds above.
SMILES	TNAP inhibition	Bfl-1 inhibitors	HT1080 cytotoxicity	MK inhibit	LYP inhibition	Spn DPM-DC inh	HPDE-C7 viability	KRASV12 cytotoxicity	Spn PMK inh	others
CNc1nc(C)c(C#N)c(-c2ccccc2)c1C(C)=O	16%	-11%	-30%	10	12%	i	3%	10%	0
CC1(C)NC(=O)N(CCOc2cccc(Oc3ccccc3)c2)C1=O	2%	4%	4%	17	9%	i	6%	7%	12
CN(Cc1ccccc1)S(=O)(=O)c1ccc(NS(C)(=O)=O)cc1	17%	-8%	-8%	7	5%	i	-14%	-9%	11
O=c1[nH]c(C2CCCN(S(=O)(=O)c3ccccc3)C2)nc2c1nnn2Cc1ccccc1 (centres undefined)	9%	2%	-26%	7	-5%	i	-3%	-3%	3
CC(=O)Nc1ccc(S(=O)(=O)NC(C(=O)O)C2=CCC=CC2)cc1 (centres undefined)	6%	-10%	-6%	18	.	i	-2%	3%	13
Cc1nc2ccccc2c(=O)n1/N=C/c1c(O)ccc2oc3c(c12)CCCC3	6%	8%	3%	6	-1%	i	63%*	72%*	7
CCCCS(=O)(=O)/C=C\C1C2C=CC(C2)C1S(=O)(=O)CCCC (centres undefined)	17%	-4%	-14%	5	-2%	i	-10%	-3%	6
CCN(CCNC(=O)C1CCN(Cc2nc(-c3ccc(Cl)cc3)oc2C)CC1)c1ccccc1	8%	-4%	20%	5	3%	i	.	.	11
CCn1c(CNC(=O)c2ccc3c(c2)OCO3)nnc1SCC(=O)Nc1cc(C)ccc1OC	8%	-3%	12%	1	1%	i	7%	4%	3
O=C(NC(=O)N1CCN(c2cccc(Cl)c2)CC1)c1ccccc1	4%	-8%	6%	12	-2%	i	23%	31%	2
O=C(CN1CCN(S(=O)(=O)c2ccc(Cl)cc2)CC1)Nc1ccc2c(c1)OCO2	8%	4%	33%	0	21%	i	-6%	3%	13
COC(=O)CN(c1ccc(C)cc1)S(=O)(=O)c1ccc2c(c1)n(C)c(=O)c(=O)n2C	6%	14%	-4%	5	-15%	i	4%	5%	10
Cc1csc(OCc2ccc(C#N)cc2)n1	6%	-6%	-1%	4	3%	i	-11%	0%	22	Spn PMK inh pilot replicates=0.0;MK inhibit pilot replicates=0.5;Spn DPM-DC inh pilot screen %=1.0
Cc1cccc(OCCCC(=O)O)c1C	10%	-7%	1%	19	16%	i	-4%	-6%	9
O=S(=O)(Nc1ccc(C(F)(F)F)cc1)c1cnc[nH]1	13%	-3%	-3%	12	.	+	3%	6%	8
CCCC(=O)N1CCN(c2ccc(NC(=O)c3ccccc3)cc2)CC1	10%	1%	4%	0	.	i	-1%	-8%	7

Screening data (PubChem BioAssay)
